B2AR arrestin: beta2AR (human) beta-arrestin recruitment activity; P07550; beta-arrestin recruitment to beta2AR, cell-based reporter; Potency, µM (series often up to 46.1 µM), for inactives: at the top dose activation, actives largely listed as activators; actives 0.02% (n = 330,000);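 further: potency means the concentration at half of the fitted maximal effect; 0% = DMSO controls and full agonism = EC100 isoproterenol or metaproterenol; nearly all actives have a fitted effect of over 65% in size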
Coupling enz: coupling enzyme interference in Giardia aldolase counter-screen; actives 0.67% (n = 290,000); AID 2472; coupling enzyme system counterscreen, AmpLite Red fluorescence; activity change, negative = inhibition, % at 58.2 µM, hits read low; in the data active means activity change below about -30%; further: on the % scale 0 is the no-effect control and ±100 the full control effect
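Final compound at 57.5 uM, incubated 10 min at RT with coupling enzyme reagent (glyceraldehyde-3-phosphate), then 20 min with substrate and AmpLite Red detection. Fluorescence read at 525/598 nm; tests interference with the coupling assay, not aldolase inhibition.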
Menin MLL FP TR: inhibitors of human menin-MLL interaction, mutant MLL peptide; actives 0.23% (n = 270,000); Menin + Texas Red MLL mutant peptide, fluorescence polarization; O00255; Potency, µM (highest dose often 61.6 µM), for the others: top-dose FP activity change, negative = inhibition, actives largely listed as inhibitors; active means well fitted inhibition curve with a large enough effect in the polarisation, with a control signal flat, not every such curve was filed as active; inconclusive means small, poorly fitted or top-dose-only effect, or effect the other way, or a change in a side signal; inactive means no such curve, though single readings can be large or run the other way; the % refers to the polarisation; further: potency means the concentration at half of the fitted maximal effect; % of control where 0% means no effect; many of its hits are not listed in these tables
Target sequence (O00255 whole entry, looked up): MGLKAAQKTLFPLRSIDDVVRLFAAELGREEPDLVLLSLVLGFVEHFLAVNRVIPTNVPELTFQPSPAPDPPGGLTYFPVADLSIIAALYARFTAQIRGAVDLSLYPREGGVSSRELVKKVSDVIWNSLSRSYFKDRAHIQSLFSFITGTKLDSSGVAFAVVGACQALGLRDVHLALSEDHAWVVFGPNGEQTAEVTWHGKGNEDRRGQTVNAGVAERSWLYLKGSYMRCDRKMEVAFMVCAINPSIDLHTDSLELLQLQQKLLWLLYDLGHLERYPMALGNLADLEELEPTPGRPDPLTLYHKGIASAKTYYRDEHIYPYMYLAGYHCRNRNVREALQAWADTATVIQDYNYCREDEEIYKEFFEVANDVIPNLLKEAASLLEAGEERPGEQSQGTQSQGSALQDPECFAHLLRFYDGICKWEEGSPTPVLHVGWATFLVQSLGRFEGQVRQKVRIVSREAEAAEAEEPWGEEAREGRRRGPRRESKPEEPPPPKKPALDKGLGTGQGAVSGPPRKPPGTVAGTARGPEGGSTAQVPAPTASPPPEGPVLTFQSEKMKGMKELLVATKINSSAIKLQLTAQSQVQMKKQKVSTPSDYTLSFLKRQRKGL
PTAP TSG101 blk: blocks PTAP/TSG101 interaction to inhibit HIV-1 budding | Q99816 | Fluorescence polarization, FITC-PTAP peptide / Tsg101 binding | Potency, µM (series often up to 115 µM), without a hit: top-dose activity change, negative = inhibition, actives largely listed as inhibitors | 340,000 tested, under 10 active; active means well fitted inhibition curve with a large enough effect in the main read-out, with a control signal flat, not every such curve was filed as active; inconclusive means small, poorly fitted or top-dose-only effect, or effect the other way, or a change in a side signal; inactive means no such curve, though single readings can be large or run the other way; further: potency means the concentration at half of the fitted maximal effect; % of control where 0% means no effect
Target sequence (Q99816 whole entry, looked up): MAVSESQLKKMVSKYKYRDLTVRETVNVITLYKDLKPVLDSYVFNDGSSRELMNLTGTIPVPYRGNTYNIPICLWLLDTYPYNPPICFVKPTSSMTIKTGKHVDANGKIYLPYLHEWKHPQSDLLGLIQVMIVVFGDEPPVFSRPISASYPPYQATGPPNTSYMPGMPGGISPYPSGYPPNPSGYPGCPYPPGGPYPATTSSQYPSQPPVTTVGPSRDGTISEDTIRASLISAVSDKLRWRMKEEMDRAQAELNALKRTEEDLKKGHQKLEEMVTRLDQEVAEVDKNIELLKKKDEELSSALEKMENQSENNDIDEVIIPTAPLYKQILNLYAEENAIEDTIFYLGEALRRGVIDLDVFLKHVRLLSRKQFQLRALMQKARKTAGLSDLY
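Steps: Tsg101 binding domain dispensed (10 uM final), compounds pinned in DMSO, FITC-labeled PTAP-motif peptide added (50 nM final); after 20 min binding at room temperature, polarization measured.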
Tb PFK inh: blocks T. brucei phosphofructokinase. actives 0.17% (n = 330,000). O15648. T. brucei PFK, ADP-Glo luminescence. AID 485367. Potency, µM (highest dose often 57.5 µM), for inactives: at the highest dose activity, negative = inhibition, usual class: inhibitors;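 further: potency means the concentration at half of the fitted maximal effect; 0% = uninhibited 1x PFK enzyme wells and -100% = no-enzyme wells; nearly all actives have a fitted effect of over 60% in size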
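1.25 nM PFK with 0.5 mM F6P and 0.1 mM ATP in 0.1 M TEA pH 8.0, 5 mM MgCl2, incubated 45 min at room temperature; ADP measured by ADP-Glo luminescence; compounds titrated up to 57 uM.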
a7 integrin act: activators of alpha7 integrin expression for muscular dystrophy; alpha7betagal myoblasts, beta-gal FDG fluorescence, 48 h; Potency, µM (top dose mostly 38.3 µM), without a hit: top-dose activation, usual class: activators; actives 0.064% (n = 350,000);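 further: potency means the concentration at half of the fitted maximal effect; 100% = response of the positive control SU9516; nearly all actives have a fitted effect of over 60% in size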
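Alpha7betagal+/- myoblasts (passage 13) were plated 16-24 hr, then exposed to compounds (1:260 dilution of DMSO stock) for 48 hours at 37C. After MPER lysis, β-galactosidase reporter activity was read as FDG fluorescence (ex 480/em 540) after 30 minutes.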
GALK inhibitor: galactokinase (human) inhibition | actives 0.007% (n = 270,000) | AID 1868 | P51570 | Potency, µM (series often up to 57.5 µM), without a hit: at the highest dose activity change, negative = inhibition, actives largely listed as inhibitors | Purified GALK, Kinase-Glo residual ATP luminescence; further: potency means the concentration at half of the fitted maximal effect; on the % scale 0 is the no-effect control and ±100 the full control effect
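Kinase-Glo Plus luminescence measured ATP left after a 1 h room-temperature reaction. The reaction used 5 nM GALK, 100 uM galactose and 35 uM ATP at pH 8.0 (20 mM HEPES, 5 mM MgCl2, 60 mM NaCl, 1 mM DTT, 0.01% BSA).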
Giardia killer: kills Giardia lamblia | activity change, % at 7.66 µM, hits read low | actives 0.15% (n = 340,000) | Giardia lamblia trophozoite viability | AID 540267; in the data active means activity change below about -80%; inconclusive means between about -30% and that limit;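 further: parasites exposed to compound for two days anaerobically before the ATP read; on the % scale 0 is the no-effect control and ±100 the full control effect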
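Media and compound were dispensed first, then trophozoites at 100 cells/well; plates sat 48 hrs at 37 deg C without oxygen before ATP luminescence reagent was added and read after 15-30 min at room temperature.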
PKM2 activator: increases activity of human pyruvate kinase M2; P14618; purified PKM2, Kinase-Glo ATP luminescence, activation; response scale: 0% is enzyme alone, no compound; Potency, µM (doses to about 57.5 µM), inactives show at the top dose activation, usual class: activators; actives 0.34% (n = 260,000); AID 1631; further: potency means the concentration at half of the fitted maximal effect; on the % scale 0 is the no-effect control and ±100 the full control effect; nearly all actives have a fitted effect of over 55% in size
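Kinase-Glo luminescence reports ATP generated from ADP (0.1 mM) and PEP (0.5 mM) by purified hPK-M2 after 1 h at room temperature, pH 7.2 imidazole buffer; intermediate enzyme activity allows detecting inhibitors and activators.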
ASM inhibitor: blocks human secretory acid sphingomyelinase; P17405; placental ASM, HMU-PC fluorogenic substrate, 60 min; Potency, µM (top dose mostly 57.5 µM), without a hit: at the top dose activity change, negative = inhibition, most hits filed as inhibitors; actives 0.006% (n = 340,000); further: potency means the concentration at half of the fitted maximal effect
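Fluorogenic HMU-PC substrate (9 uM final) is turned over by placental ASM in 60 min at 37 C after a 10 min compound preincubation. Reaction ended by alkaline stop (pH 10), with fluorescence read at 386/447 nm.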
Chronic BCR inh: chronic active BCR signaling inhibition. actives 0.05% (n = 340,000). ABC-DLBCL IkBa-CBG/CBR reporter, luminescence ratio, 4 h. Potency, µM (highest dose often 46.1 µM), for the others: at the top dose ratio change, negative = lower green/red ratio, usual class: inhibitors. AID 493014; active means well fitted inhibition curve with a large enough effect in the signal ratio, with a control signal flat, not every such curve was filed as active; inconclusive means small, poorly fitted or top-dose-only effect, or effect the other way, or a change in a side signal; the % refers to the signal ratio;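 further: potency means the concentration at half of the fitted maximal effect; plate controls were basal doxycycline-induced cells for no effect and cells given 10 µM MG132 for full effect; MG132 reads +100%, hits lower the ratio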
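TMD8 ABC-DLBCL cells carrying doxycycline-inducible green luciferase fused to IkappaBalpha plus unfused red luciferase were exposed to compounds (up to 46 uM) for 4 hrs at 37C. Activity came from the overlap-corrected green/red luminescence ratio.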
Starred values were filed as active, the others as inactive; u = inconclusive; x = not tested or not shown; [ ] = another dose, or the depositor's remark. Unless noted, the call rests on the fitted dose curve; in most records, active means well fitted curve in the direction sought with a large enough effect; inconclusive means small, poorly fitted or top-dose-only effect, or another doubt; inactive means no such curve, though single readings can be large; an effect the other way counts as inactive or inconclusive. Only part of the results is shown; the hit share may differ from the screen's.

smiles	B2AR arrestin	Coupling enz	Menin MLL FP TR	PTAP TSG101 blk	Tb PFK inh	a7 integrin act	GALK inhibitor	Giardia killer	PKM2 activator	ASM inhibitor	Chronic BCR inh
CC(NCC(=O)NCC(=O)Nc1ccc(F)cc1)c1cccc(C(F)(F)F)c1 (stereo not given)	0.2%	x	x	-3.1%	-6.2%	6.2%	x	12.5	x	1.0%	0.5%
N#C/C(=C\c1cccs1)c1nc2ccccc2[nH]1	-0.5%	-0.2	-2.3%	-2.6%	6.3%	-1.6%	0.3%	20.1	-1.5%	4.2%	u
CCc1ccccc1NC(=O)Cn1nnc(-c2cccnc2)n1	-1.1%	0.0	4.2%	-0.3%	-6.0%	-14.0%[7.66 µM]	-1.5%	-2.4	-4.4%	0.7%	-2.1%
CCCC1C(=O)N(Cc2ccccc2)C(=O)CC1C (stereo not given)	-0.1%	3.0	x	0.4%	1.7%	-18.7%	-1.2%	-12.3	0.4%	2.7%	4.3%
CC1=CC(C#N)(C#N)C(C#N)(C#N)C(c2ccccc2)N1 (stereo not given)	-0.6%	-9.0	-7.3%	x	1.9%	x	0.7%	x	0.9%	x	0.6%
Cc1ccc2nc(NC(=O)C3CSC4(C)CCC(=O)N34)sc2c1 (stereo not given)	0.3%	x	x	-8.1%	-3.5%	-28.3%	x	3.3	x	-5.5%	u
C=CCn1c(SCC(=O)Nc2nc(C)cs2)nnc1C(C)NC(=O)c1ccccc1Cl (stereo not given)	-0.8%	0.1	-10.5%	-2.1%	-1.9%	u	-0.7%	0.5	u	1.3%	u
CC(=O)Nc1ccc(N=Cc2ccc[nH]2)cc1	-0.2%	-6.0	u	-6.4%	-8.9%	2.0%	-3.7%	2.9	6.9%	2.9%	5.5%
Cc1ccc(C(C)C)c(OCCCN2C(=O)NC(C)(C)C2=O)c1	0.4%	1.7	5.7%	-3.9%	2.1%	-17.5%	1.2%	18.1	2.4%	1.7%	u
C=CCC[C@@H](Cc1ccc(F)cc1)C(=O)OC[C@@H](NC(=O)[C@H](CC=C)CC(=O)N(CCO)Cc1ccccc1)c1ccccc1	-0.9%	x	x	x	3.0%	-9.4%	x	-8.7	x	-2.6%	u
CCO[C@@H]1OC(C(=O)N2CCN(Cc3ccc4c(c3)OCO4)CC2)=C[C@H](C2CCCCC2)[C@H]1CCCO	-0.5%	5.3	1.5%	x	-11.0%	-20.5%	2.0%	-22.7	1.4%	5.6%	-4.1%
CCCn1cnc2scc(-c3ccc(OC)cc3)c2c1=O	0.3%	1.9	13.4%	-1.5%	-2.9%	-5.3%	-4.1%	9.5	5.2%	7.1%	-0.8%
NNC(=O)c1ccc(COc2cccc3ccccc23)cc1	-0.5%	-1.8	26.5%	-1.1%	-2.6%	10.5%	0.5%	7.2	0.1%	-1.1%	u
CN1CCN(CC#CCC(O)(c2ccccc2)c2ccccc2)CC1	0.2%	3.5	x	1.0%	-0.7%	-6.1%	-4.3%	-10.2	-1.8%	3.1%	1.2%
CCOC(=O)N1CCN(CC(=O)c2ccc(O)cc2O)CC1	-0.1%	0.0	-0.9%	-6.5%	-5.3%	-15.4%	9.5%	6.9	-2.9%[0.46 µM]	6.7%	9.7%
CC1=CC(C)(C)N=C(Nc2nc(C)c3cc(C)cc(C)c3n2)N1	0.5%	0.6	u	-2.3%	5.1%	-45.7%[inhibitor]	2.2%	-6.8	-5.9%	-9.8%	u
CCCCNC(=O)CCn1nc(-c2ccc(Cl)cc2)ccc1=O	-1.6%	2.8	2.6%	-2.8%	-5.0%	0.0%	-2.4%	3.8	x	-2.3%	0.0%
COc1ccc(C(=O)N2CCN(CCNC(=O)C(=O)Nc3ccc(Br)cc3)CC2)cc1	0.1%	-1.8	-7.9%	x	1.3%	3.3%	-1.8%	-1.9	5.1%	-0.5%	0.6%
Cc1c(Cl)cccc1NC(=O)Cn1c(CCC(=O)O)ccc1-c1ccccc1	0.0%	11.9	17.2%	-0.2%	-3.2%	u	4.6%	u	x	3.9%	11.1%
Cn1ccc(CC(=O)N2CCC(N3CCC(C(=O)N4CCCC4)CC3)CC2)c1	0.1%	1.8	x	-0.1%	-1.6%	9.6%	3.8%	5.2	-5.3%	7.7%	2.9%
Cc1ccc(S(=O)(=O)N2CCC(C(=O)OCC(=O)N(C)Cc3ccccc3)CC2)cc1C	-0.1%	x	x	-4.0%	1.2%	5.5%	x	57.5[activator]	x	2.2%	5.6%
O=C(CN1CCCC1)NCC1(c2ccccc2)CCOCC1	-1.0%	4.4	9.2%	-7.1%	0.0%	10.8%	0.6%	7.3	2.0%	3.2%	-10.2%
COc1ccc(-c2cc3nc(C)n(N)c(=O)c3s2)cc1	-1.0%	1.0	x	0.5%	-27.0%	8.2%	1.9%	u	-72.0%	-1.0%	u
CC(NC(=O)C(=O)NCCN1CCN(C(=O)c2ccc([N+](=O)[O-])cc2)CC1)c1ccccc1 (stereo not given)	0.3%	8.0	-20.1%	-1.9%	-1.6%	12.8%	14.0%	-7.6	-1.4%	-0.4%[11.5 µM]	-5.6%
CC(C)c1nnc(NC(=O)c2cccc(-n3cnnn3)c2)s1	-0.1%	-14.9	-1.2%	-10.5%	0.8%	26.7%	5.8%	-1.2	4.2%	3.0%	5.1%
COCCN1C(=O)/C(=C/c2ccc(Oc3ccc([N+](=O)[O-])cn3)c(OC)c2)SC1=Nc1ccccc1	0.6%	0.8	11.8%	3.1%	-2.4%	-30.0%	-0.1%	-13.9	-1.5%	-4.5%	-1.3%
Cc1cc(C)cc(-n2ccnc2SCC(=O)c2c(N)n(C3CC3)c(=O)[nH]c2=O)c1	-3.0%	x	x	-1.4%	-1.6%	9.1%	x	8.5	x	0.7%	-0.9%
Cc1nn(CC(=O)NCCc2cccs2)c(=O)c2cc3ccccc3n12	0.0%	x	x	-3.6%	1.5%	-8.7%	-2.9%	26.9	x	0.1%	-1.5%
Cc1ccc(/C=C2/NC(=O)N(Cc3ccc(Br)cc3)C2=O)o1	u	-3.3	12.7%	3.1%	15.1µM*	7.5%	-0.4%	-21.2	1.58µM*	2.7%	-16.1%
COc1ccc(C(=O)NC2(C(F)(F)F)NC(=O)N(CCCc3ccccc3)C2=O)cc1OC (stereo not given)	-1.8%	1.5	0.8%	2.8%	-4.5%	1.2%	0.0%	10.2	-1.3%	-5.1%	-2.5%
CCN(CC)C(=O)CSc1nnc([C@H](CCSC)NC(=O)OC(C)(C)C)o1	-0.6%	3.8	3.7%	0.1%	0.2%	6.0%	0.3%	4.0	6.5%	1.5%	0.4%
Cc1nc(SCC(=O)NC2CCCCC2C)c(C#N)c(C)c1C (stereo not given)	0.5%	x	x	-0.2%	0.0%	-14.1%	x	-4.2	x	-0.2%	-2.1%
O=C(CSc1nnc(Cc2cccs2)n1-c1ccc(Cl)cc1)NCc1ccc2c(c1)OCO2	0.0%	6.4	-23.5%	-4.3%	-1.6%	-10.5%	1.2%	11.0	-0.3%	-0.3%	-1.6%
Cc1c(Cc2ccccc2)c(=O)oc2cc(OC(=O)c3ccccc3)ccc12	-0.1%	0.8	1.8%	-0.5%	1.9%	27.5%	0.0%	30.4[activator]	1.4%	156.2%[activator]	4.2%
COc1ccc(C(=O)N2CCn3c(C)ccc3C2C)cc1 (stereo not given)	0.0%	-1.0	-12.2%	-3.0%	1.4%	4.9%	4.0%	4.6	12.2%	6.9%	-0.8%
CC[C@]12c3[nH]c4ccc(OC)cc4c3CCN1C(=O)C(CC(=O)NCC13CC4CC(CC(C4)C1)C3)C[C@@H]2C(=O)N1CCN(C(=O)c2ccco2)CC1 (stereo not given in full)	-0.6%	x	x	-5.9%	0.4%	9.9%	x	-2.9	x	3.9%	u

From PubChem
